rTrxR1 inhibitor = inhibitors of rat thioredoxin reductase 1 | O89049 | recombinant rTrxR1, NADPH fluorescence consumption, selenite substrate | Potency, µM (doses to about 114 µM), for the others: at the top dose activity change, negative = inhibition, most hits filed as inhibitors | 1% of 390,000 active; further: on the % scale 0 is the no-effect control and ±100 the full control effect; nearly all actives have a fitted effect of over 65% in size
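Rat TrxR1 (90 nM in the dispensed reagent) was pre-reduced with 400 uM NADPH for 5 min at room temperature, then incubated with compound for 15 min. After 400 uM selenite was added, NADPH fluorescence (Ex 340/Em 450 nm) was followed for 8 min.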
IDH1 R132H inh = blocks human mutant IDH1 R132H enzyme | 0.093% of 390,000 active | Potency, µM (highest dose often 76.6 µM), for the others: at the highest dose activity change, negative = inhibition, actives largely listed as inhibitors | IDH1-R132H enzyme, NADPH consumption, diaphorase/resazurin fluorescence | O75874 | AID 602179; further: on the % scale 0 is the no-effect control and ±100 the full control effect; nearly all actives have a fitted effect of over 65% in size
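IDH1-R132H (0.5 ug/mL dispensed) in pH 7.5 Tris buffer was preincubated 30 min with compound, then given a substrate mix of 0.016 mM NADPH and 2 mM alpha-KG for 80 min at room temperature; remaining NADPH was read by diaphorase/resazurin fluorescence.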
TrxR1 substrate = is turned over as a substrate by rat TrxR1. purified TrxR1 substrate turnover, NADPH consumption readout. 0.01% of 390,000 active. O89049. Potency, µM (series often up to 114 µM), for inactives: at the highest dose activity change, negative = substrate turnover; further: on the % scale 0 is the no-effect control and ±100 the full control effect; nearly all actives have a fitted effect of over 50% in size
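Rat TrxR1, dispensed at 90 nM, was prereduced with 400 uM NADPH (final) for 5 min at ~22 deg C, then incubated with compound 15 min before 400 uM selenite. A first-read NADPH fluorescence drop versus no-compound background flagged substrates.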
RXFP1 ag = activates the human relaxin receptor RXFP1; Q9HBX9; HEK293T-RXFP1 cAMP TR-FRET, 30 min; response scale: percent of porcine relaxin response, buffer zero; Potency, µM (highest dose often 57.5 µM), without a hit: top-dose activation, most hits filed as activators; 0.3% of 370,000 active; further: on the % scale 0 is the no-effect control and ±100 the full control effect; nearly all actives have a fitted effect of over 60% in size; many of its hits are not listed in these tables
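HEK293 cells stably expressing RXFP1, treated 30 min at 37C with compounds plus PDE4 inhibitor Ro 20174; cAMP measured by HTRF TR-FRET. Normalized to buffer and 29 nM porcine relaxin; EC50 by Hill fit.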
RGS4 inh = human RGS4 inhibition. AID 504845. Potency, µM (titrated, usually from 114 µM), inactives show at the top dose activity change, negative = inhibition, hits mostly inhibitors. Transcreener GDP fluorescence polarization, RGS4-accelerated GTP hydrolysis. 0.039% of 390,000 active; further: on the % scale 0 is the no-effect control and ±100 the full control effect; nearly all actives have a fitted effect of over 75% in size; some results filed as inactive show a strong effect at the top dose
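MLSMR compounds (23 nl, pin-transferred) preincubated 10 min at room temperature with a 500nM (2x) first reagent, then RGS4 at 900nM (2x) plus Transcreener GDP mix added; fluorescence polarization (620/688 nm) read before and after 90 min at 30 °C.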
12-LOX inh = inhibitors of human 12S-lipoxygenase ALOX12; P18054; purified 12hLO, xylenol orange hydroperoxide absorbance; Potency, µM (top dose mostly 108 µM), without a hit: top-dose activity change, negative = inhibition, actives largely listed as inhibitors; 1.1% of 580,000 active; further: on the % scale 0 is the no-effect control and ±100 the full control effect
Target sequence (P18054 whole entry, looked up): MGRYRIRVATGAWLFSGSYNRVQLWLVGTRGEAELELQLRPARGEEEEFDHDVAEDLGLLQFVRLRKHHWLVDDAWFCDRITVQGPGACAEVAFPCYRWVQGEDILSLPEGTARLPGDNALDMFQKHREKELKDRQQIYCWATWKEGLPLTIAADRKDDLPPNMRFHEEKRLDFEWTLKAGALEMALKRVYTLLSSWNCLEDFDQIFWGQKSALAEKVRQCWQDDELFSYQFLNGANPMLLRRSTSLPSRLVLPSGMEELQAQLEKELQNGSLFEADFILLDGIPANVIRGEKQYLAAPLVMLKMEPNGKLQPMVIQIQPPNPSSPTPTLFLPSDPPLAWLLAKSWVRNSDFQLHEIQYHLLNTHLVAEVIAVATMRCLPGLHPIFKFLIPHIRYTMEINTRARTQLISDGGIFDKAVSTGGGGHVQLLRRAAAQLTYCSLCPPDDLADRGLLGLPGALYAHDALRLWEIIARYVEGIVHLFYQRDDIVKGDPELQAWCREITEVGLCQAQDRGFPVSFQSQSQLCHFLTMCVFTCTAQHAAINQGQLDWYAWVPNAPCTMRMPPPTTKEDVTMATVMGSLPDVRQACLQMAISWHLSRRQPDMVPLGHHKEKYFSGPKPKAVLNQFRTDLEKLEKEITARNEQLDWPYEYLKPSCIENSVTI
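Hydroperoxide product was detected by ferrous iron/xylenol orange as the 573 to 405 nm absorbance ratio. Arachidonic acid at 40 uM (final) was turned over for 30 min at room temperature by 150 nM human 12hLO, pH 7.0 Hepes buffer, after 15 min compound preincubation.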
USP1 inh = USP1/UAF1 (human) deubiquitinase inhibition | recombinant USP1/UAF1, Ub-Rhodamine cleavage fluorescence | 0.23% of 390,000 active | Potency, µM (top dose mostly 57.1 µM), for the others: at the highest dose activity change, negative = inhibition, most hits filed as inhibitors | O94782; further: on the % scale 0 is the no-effect control and ±100 the full control effect; nearly all actives have a fitted effect of over 60% in size; inactives centre near -12
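In this screen, compounds sit with the deubiquitinase complex (1nM) for 15 min at room temperature before Ub-Rho is added at 150nM final. Fluorescence rise is then followed for 6 reads every 60 seconds.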
Vif-APOBEC3G blk = inhibitors of Vif-APOBEC3G interaction; Q9HC16; HeLa A3G-eYFP + Vif (tagged APOBEC3G with the HIV-1 protein that degrades it), YFP fluorescence, overnight; Potency, µM (top dose mostly 46.1 µM), for inactives: top-dose activity, negative = active, actives largely listed as inhibitors; 0.076% of 410,000 active; AID 602310;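 further: on the % scale 0 is the no-effect control and ±100 the full control effect; nearly all actives have a fitted effect of over 60% in size; hits raise eYFP signal because A3G escapes Vif-driven loss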
Target sequence (Q9HC16 whole entry, looked up): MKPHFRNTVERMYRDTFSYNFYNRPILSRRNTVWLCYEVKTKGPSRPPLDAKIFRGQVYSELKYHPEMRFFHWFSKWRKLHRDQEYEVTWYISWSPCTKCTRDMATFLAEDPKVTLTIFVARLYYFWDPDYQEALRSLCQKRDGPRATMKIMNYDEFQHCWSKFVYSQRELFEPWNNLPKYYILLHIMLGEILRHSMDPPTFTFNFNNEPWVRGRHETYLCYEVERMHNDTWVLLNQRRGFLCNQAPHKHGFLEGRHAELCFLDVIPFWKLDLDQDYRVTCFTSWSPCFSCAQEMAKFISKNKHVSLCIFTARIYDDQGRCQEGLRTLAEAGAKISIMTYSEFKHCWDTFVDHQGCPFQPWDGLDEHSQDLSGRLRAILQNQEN
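Read-out is eYFP fluorescence (Ex 488/Em 500-530) from Vif-expressing HeLa A3G-eYFP cells; more signal means A3G escaped Vif-mediated degradation. Cells plated overnight, compound pinned in, incubated overnight at 37 deg C.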
Vif-APOBEC3F blk = blocks the Vif interaction with APOBEC3F; HeLa A3F-eYFP + Vif (tagged APOBEC3F with the HIV-1 protein that degrades it), YFP fluorescence increase; Potency, µM (top dose mostly 46.1 µM), for the others: at the top dose activity, negative = active; 0.2% of 390,000 active; AID 602313; further: % of control where 0% means no effect; nearly all actives have a fitted effect of over 65% in size
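HeLa cells stably expressing Vif plus C-terminally eYFP-tagged A3F were seeded, incubated overnight at 37 deg C, dosed with compound, incubated overnight again at 37 deg C. Yellow fluorescence (Ex 488/Em 500-530) reported blocked Vif-mediated A3F-eYFP degradation.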
* hit, by the source's call; ? = inconclusive; / = not tested or not shown; & = joins results of further samples; [ ] = another dose, or the depositor's remark. The call rests on the fitted dose curve; in most records, active means well fitted curve in the direction sought with a large enough effect; inconclusive means small, poorly fitted or top-dose-only effect, or another doubt; inactive means no such curve, though single readings can be large; an effect the other way counts as inactive or inconclusive. Potency means the concentration at half of the fitted maximal effect. An excerpt; rates above refer to the full screens.

SMILES	rTrxR1 inhibitor	IDH1 R132H inh	TrxR1 substrate	RXFP1 ag	RGS4 inh	12-LOX inh	USP1 inh	Vif-APOBEC3G blk	Vif-APOBEC3F blk
O=C(Nc1cccc(Cl)c1)Nc1ccnc(-c2cccnc2)n1	18%	3%	3%	-0.3%	-21%	-1%	-23%	4%	-13%
CCc1nnc(NC(=O)Nc2ccc(Cl)cc2)s1	22%	-11%	-2%	0.6%	-15%	-20%&-18%	-12%	0%	0%
Clc1ccc2nc(-c3ccccc3)nc(C(Cl)Cl)c2c1	19%	14%	10%	-2.1%	-11%	1%	-15%	-28%	-31%
COc1ccc(NC(=O)N2c3ccccc3C(C)=CC2(C)C)cc1	42%[activator][57.1 µM]	3%	14%[57.1 µM]	-0.3%	-13%	-15%	-1%	0%	10%
O=C(Nc1ccccc1)c1cc2ccccc2o1	-12%	23%	-7%	1.8%	-19%	0%	-9%	-8%	1%
COc1ccc(CNC(=O)[C@@H](NC(=O)C2CCN(C(=O)[C@@H](N)CCSC)CC2)C(C)C)cc1	-13%	0%	-12%	-0.1%	-2%	21%	-20%	2%	4%
CC(=O)N1CC(C)c2scc(C)[n+]2-c2ccccc21 (stereo not drawn)	38%	-1%	3%[57.1 µM]	3.0%	-6%	-13%	-4%	-1%	17%
COc1cccc(CSc2nc3n(n2)C(CC(C)C)C(C(=O)Nc2ccccc2OC)=C(C)N3)c1 (stereo not drawn)	20%[57.1 µM]	-11%	1%[57.1 µM]	2.4%	?	-16%	-17%	-2%	?
Cc1ccc(CSc2ncnc3c2cnn3-c2ccc(C)cc2)cc1	-30%	-1%	53%[activator]	-0.5%	12%	18%	-11%	-5%	-6%
COc1ccc(N2CCN(C(CNC(=O)c3ccc4c(c3)OCO4)c3cccnc3)CC2)cc1 (stereo not drawn)	7%	6%	?	-0.4%	-19%	11%	-21%	0%	7%
Cc1cc(C)c(NC(=O)CN(C)C(=O)CCN2C(=O)C3CCCCC3C2=O)c(C)c1 (stereo not drawn)	/	11%	/	/	/	-15%	-17%	0%	-5%
COc1ccccc1N1CCN(C(=O)CCc2nnc3ccc(N4CCC(C)CC4)nn23)CC1	17%	0%	8%	10%	8%	10%	-30%	-6%	2%
CCC(C(=O)OC)n1cnc2c(nnn2-c2ccc(F)cc2)c1=O (stereo not drawn)	13%[57.1 µM]	0%	7%[57.1 µM]	3.3%	36%	18%	-3%	5%	-1%
CCOc1ccc(CCNC(=O)c2cc3ccccn3n2)cc1OCC	-2%[57.1 µM]	11%	6%[57.1 µM]	2.3%	13%	14%	-13%	1%	2%
NC(N)=Nc1nc(-c2ccccc2)c2cc(F)ccc2n1	8%	10%	9%	0.3%	-25%	-14%	-14%	6%	15%
COc1ccccc1C(=O)OCC(=O)NC1CCCC1	14%	-6%	4%	-0.5%	2%[56.9 µM]	103%[activator]	-20%	-8%	12%
O=C(c1cc(F)ccc1F)N1CCC(N2CCC(C(=O)N3CCCC3)CC2)CC1	-9%	0%	8%	0.6%	-30%	7%	-11%	-16%	-12%
COC(=O)CNC(=O)c1cccc(-c2ccc(OC)cc2)c1	11%	2%	-1%	3.1%	6%	-1%	-9%	-3%	-20%
COc1ccc2cc(C(=O)NCc3ccccc3CN3CCCC3)ccc2c1	-2%	2%	43%[activator]	2.6%	-23%	6%	-18%	1%	-9%
CC(=O)Nc1ccc(S(=O)(=O)NCc2ccncc2)cc1	8%	-8%	-6%	0.1%	35%	192%[activator]	-3%	7%	-3%
CC1=C(/C=C/C(C)=C/C=C/C(C)=C/CO)C(C)(C)CCC1	50µM*	-14%	0%	/	-10%	3%	-13%	2%	-9%
CC(C)CN(C(=O)c1ccc(=O)n(C)n1)c1nc2ccccc2s1	9%	0%	-4%	-0.1%	41%	-19%	-10%	0%	-4%
Cc1nn(C)c(Oc2ccc(Cl)cc2)c1C(=O)Nc1ccc(F)cc1F	12%	2%	3%[57.1 µM]	1.2%	2%	-28%	-2%	1%	4%
CCOc1ccc(C(=O)N[C@H](C(=O)Nc2cccc(S(=O)(=O)N3CCOCC3)c2)C(C)C)cc1	24%	2%	9%	0.6%	-13%	-1%	-24%	-9%	8%
CC(C)[C@H](NC(=O)OC(C)(C)C)c1nnc(S(=O)(=O)Cc2c(F)cccc2Cl)o1	0.71µM*	17%	10%	-0.8%	?	19%	-15%	-1%	1%
O=C1c2ccccc2C2NC(=O)C3(CCCCC3)N12 (stereo not drawn)	10%[57.1 µM]	7%	15%[57.1 µM]	2.6%	-11%	0%	-16%	0%	1%
CCOc1ccc(NC(=O)C2CCCN(S(=O)(=O)c3c(C)n[nH]c3C)C2)cc1 (stereo not drawn)	17%	3%	6%	-4.1%	1%	5%	-22%	3%	-6%
COc1ccc(S(=O)(=O)N2CCC(C(=O)NCCC3=CCCCC3)CC2)cc1OC	11%	3%	6%	0.7%	-31%	2%	-2%	-4%	-5%
COc1ccc(-n2c(=O)c(CCC(=O)N3CCN(c4ccccc4O)CC3)nc3ccccc32)cc1	-4%	5%	-13%	0.6%	?	?	-7%	-11%	-3%
COc1ccc(CNC(=O)CN(C(=O)c2snc(C(N)=O)c2N)c2ccc(OC)c(OC)c2)cc1	33%[activator][57.1 µM]	5%	-13%[57.1 µM]	0.9%	-14%	10%	-15%	-2%	2%
O=C1CCCCC1Sc1nnc(-c2ccc3c(c2)OCO3)o1 (stereo not drawn)	4%	2%	-5%	2.5%	9%	-1%	-16%	3%	7%
Cc1cccc2c1cnn2C(=O)CCC(=O)NC1CCCCC1	12%[57.1 µM]	3%	5%[57.1 µM]	0.9%	-5%	14%	-11%	2%	3%
O=C(N/N=C/c1cccc([N+](=O)[O-])c1)c1cc2ccccc2o1	22%	-10%	4%	0.9%	26%	-10%	7%	-4%	-15%
CCCCNC(=O)c1c[nH]c2ccc(S(=O)(=O)N3CCOCC3)cc2c1=O	22%[57.1 µM]	16%	5%[57.1 µM]	2.0%	16%	-4%	-9%	1%	13%
CCCCS(=O)(=O)C1CCS(=O)(=O)C1 (stereo not drawn)	-2%	3%	5%[57.1 µM]	-0.6%	-28%	0%	-2%	1%	-1%
CC(NS(=O)(=O)c1c(N)n(C)c(=O)n(C)c1=O)c1ccccc1 (stereo not drawn)	-6%	3%	-7%	-0.5%	13%	9%	-7%	1%	-11%
CC(C)C12NC(=O)NC(=O)N1CCS2 (stereo not drawn)	44%[activator]	3%	-21%	/	?	10%	7%	3%	-25%
CCOc1ccc(NC(=O)CSc2nnc(C)n2Cc2ccccc2)cc1	7%	3%	4%	0.8%	-22%	0%	-10%	1%	-2%
Cc1ccc(NC(=O)NCCOCCn2c(=O)oc3ccccc32)cc1F	11%	-10%	-5%	-1.4%	-1%	-23%	-19%	5%	1%
COc1ccc(/C=N/Nc2nnc(-c3ncc[nH]3)c3ccccc23)cc1	6%	1%	-3%	3.0%	-10%	/	-15%	2%	8%
Cc1cc(C)cc(NS(=O)(=O)Cc2ccccc2)c1	6%[57.1 µM]	2%	-3%[57.1 µM]	1.1%	11%	33%	-7%	2%	-3%
CCN(CC)C(=O)c1csc(Nc2ccc(C)cc2)n1	22%	9%	4%	-1.4%	13%	-13%	-21%	1%	6%
Cc1c(Cl)cccc1NC(=O)CNC(=O)c1ccc(F)cc1	-6%	4%	-7%	-1.3%	-32%	-4%	-27%	-4%	9%
Cc1ccccc1C(=O)N1CCC(C(=O)Nc2ccc3c(c2)OCO3)CC1	-3%	-5%	-4%	-0.7%	3%	-1%	-8%	0%	1%
O=C(NCc1ccccc1)c1cnc2sc(N3CCCC3)nn2c1=O	7%[57.1 µM]	5%	17%[57.1 µM]	2.1%	19%	-2%	-8%	-4%	4%
CC(C)(C)c1ccc(NC(=O)CON=C(N)c2ccccc2)cc1	8%[57.1 µM]	2%	1%[57.1 µM]	-1.1%	13%	-2%	-13%	-6%	-26%
O=C(NCc1cccc(F)c1)C1CCN(c2nc3ccccc3nc2C(F)(F)F)CC1	-4%[57.1 µM]	-14%	-13%[57.1 µM]	13%	-15%	5%	-17%	1%	5%

An excerpt of these results, as labelled records.
> CCN(CC)C(=O)c1csc(Nc2ccc(C)cc2)n1
  rTrxR1 inhibitor: 22%; IDH1 R132H inh: 9%; TrxR1 substrate: 4%; RXFP1 ag: -1.4%; RGS4 inh: 13%; 12-LOX inh: -13%; USP1 inh: -21%; Vif-APOBEC3G blk: 1%; Vif-APOBEC3F blk: 6%
> Cc1cc(C)cc(NS(=O)(=O)Cc2ccccc2)c1
  rTrxR1 inhibitor: 6%[57.1 µM]; IDH1 R132H inh: 2%; TrxR1 substrate: -3%[57.1 µM]; RXFP1 ag: 1.1%; RGS4 inh: 11%; 12-LOX inh: 33%; USP1 inh: -7%; Vif-APOBEC3G blk: 2%; Vif-APOBEC3F blk: -3%
> Cc1ccccc1C(=O)N1CCC(C(=O)Nc2ccc3c(c2)OCO3)CC1
  rTrxR1 inhibitor: -3%; IDH1 R132H inh: -5%; TrxR1 substrate: -4%; RXFP1 ag: -0.7%; RGS4 inh: 3%; 12-LOX inh: -1%; USP1 inh: -8%; Vif-APOBEC3G blk: 0%; Vif-APOBEC3F blk: 1%
